SRC3 inh – inhibitors of human steroid receptor coactivator 3 (SRC3). Q9Y6Q9. HEK293 GAL4-SRC3 luciferase reporter, luminescence. inhibition, % at 3.6 µM. 360,000 compounds, 0.17% hits;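 active = inhibition above a per-campaign cutoff, the mean of all compounds plus 3 SD, cut at about 60% in these data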;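 note: 0% = DMSO-treated cells and 100% = gossypol-treated cells at 36 µM; higher means less SRC3-driven luciferase light from the GAL4 reporter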
SRC1 inh – inhibits human SRC1 coactivator | Q15788 | HEK293 GAL4-SRC1 luciferase reporter, luminescence | inhibition, % at 3.6 µM | 360,000 compounds, 0.12% hits | AID 588354;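 active = inhibition above the campaign mean plus 3 SD, with each screening campaign given its own cutoff, cut at about 60% in these data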;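 note: 0% = DMSO treated cells and 100% = gossypol at 36 µM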
Target sequence (Q15788 whole entry, looked up, the tested form may be a part): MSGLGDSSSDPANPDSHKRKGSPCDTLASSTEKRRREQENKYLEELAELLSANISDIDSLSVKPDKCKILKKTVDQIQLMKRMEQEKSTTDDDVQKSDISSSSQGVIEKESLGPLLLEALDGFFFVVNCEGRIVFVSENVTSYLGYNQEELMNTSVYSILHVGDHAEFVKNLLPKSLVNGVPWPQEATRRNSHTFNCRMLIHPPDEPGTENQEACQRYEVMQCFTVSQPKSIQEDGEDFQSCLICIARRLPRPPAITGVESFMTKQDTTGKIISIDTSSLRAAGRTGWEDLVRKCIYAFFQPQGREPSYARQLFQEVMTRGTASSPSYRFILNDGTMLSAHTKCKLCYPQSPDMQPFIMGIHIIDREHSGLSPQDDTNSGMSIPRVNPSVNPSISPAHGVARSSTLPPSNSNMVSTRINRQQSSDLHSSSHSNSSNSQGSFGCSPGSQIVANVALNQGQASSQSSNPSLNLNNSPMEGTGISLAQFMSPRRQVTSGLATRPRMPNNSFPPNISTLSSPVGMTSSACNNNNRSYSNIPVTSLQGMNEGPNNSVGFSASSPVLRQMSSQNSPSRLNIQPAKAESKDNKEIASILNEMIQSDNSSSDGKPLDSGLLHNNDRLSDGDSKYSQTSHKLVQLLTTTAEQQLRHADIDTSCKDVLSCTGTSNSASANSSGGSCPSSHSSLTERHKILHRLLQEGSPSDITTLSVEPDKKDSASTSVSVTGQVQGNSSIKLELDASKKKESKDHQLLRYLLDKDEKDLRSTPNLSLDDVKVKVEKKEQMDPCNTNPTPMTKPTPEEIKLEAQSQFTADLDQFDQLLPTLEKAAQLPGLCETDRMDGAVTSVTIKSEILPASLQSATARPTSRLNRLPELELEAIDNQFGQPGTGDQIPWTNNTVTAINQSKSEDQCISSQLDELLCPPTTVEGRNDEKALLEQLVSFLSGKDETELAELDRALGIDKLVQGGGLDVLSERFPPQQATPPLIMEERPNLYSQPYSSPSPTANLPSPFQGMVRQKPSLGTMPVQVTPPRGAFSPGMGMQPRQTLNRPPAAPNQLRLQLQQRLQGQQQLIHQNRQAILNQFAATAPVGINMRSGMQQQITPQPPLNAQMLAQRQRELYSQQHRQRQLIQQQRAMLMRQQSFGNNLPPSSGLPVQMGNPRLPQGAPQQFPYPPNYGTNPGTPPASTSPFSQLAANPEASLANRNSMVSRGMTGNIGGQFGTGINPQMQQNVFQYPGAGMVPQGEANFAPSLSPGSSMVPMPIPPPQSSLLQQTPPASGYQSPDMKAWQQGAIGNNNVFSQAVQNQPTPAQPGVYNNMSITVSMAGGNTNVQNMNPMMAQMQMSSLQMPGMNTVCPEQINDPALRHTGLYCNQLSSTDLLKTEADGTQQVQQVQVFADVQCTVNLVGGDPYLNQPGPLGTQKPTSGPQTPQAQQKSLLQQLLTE
EBV LMP1 NFkB – Epstein-Barr LMP1 NF-kappaB reporter inhibition | LMP1-induced NF-kappaB luciferase reporter cells, luminescence | inhibition, % at 12.5 µM | 350,000 compounds, 0.69% hits | AID 504558; in the data active = inhibition above about 41%;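 note: 0% = neutral control wells and 100% = reference inhibitor control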
TWEAK-Fn14 inh – TWEAK-Fn14 signaling inhibition | TWEAK-stimulated Fn14 reporter cells, luciferase luminescence, 8 h | inhibition, % at 10 µM | 360,000 compounds, 2% hits | AID 1159606; in the data active = inhibition above about 50%
LRH-1 inv ag – inverse agonists of human LRH-1 (NR5A2); AID 602396; inhibition, % at 3.6 µM; HEK293T StAR-luciferase reporter, LRH-1 transfected, 24 h; O00482; 360,000 compounds, 0.13% hits;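 active = inhibition above the mean inhibition of all tested compounds plus 3 SD, cut at about 73% in these data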;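 note: 0% = DMSO wells and 100% = reporter-only cells lacking LRH-1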
TROY NFkB inh – blocks TROY-dependent signaling in reporter cells; Q293 LMP1-TROYcd NF-kB luciferase reporter, 4 h; inhibition, % at 10 µM; 360,000 compounds, 0.98% hits; AID 1347056;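 active = compounds whose plate-normalised and pattern-corrected inhibition of the luciferase reporter signal at the single screening dose is 50% or more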
C8 TRAIL sens – caspase-8 TRAIL sensitization; NB7+C8 cells + TRAIL, ATPlite viability luminescence; inhibition (viability loss, TRAIL sensitization), % at 10 µM; 360,000 compounds, 1% hits;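 active = compounds causing at least 50% loss of cell viability in the single-dose screen, relative to plate controls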
NOD2-RIPK2 inh – inhibitors of human NOD2-RIPK2 interaction. CHO BLA complementation NOD2-RIPK2, CCF4 ratio. inhibition, % at 4.98 µM. AID 624267. 360,000 compounds, 0.38% hits. O43353; in the data active = inhibition above about 21%;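 note: 0% = vehicle only and 100% = reference blocker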
COUP-TFII inh – NR2F2 (human) inhibition, primary screen | P24468 | HEK293T NGFI-A luciferase reporter, luminescence | inhibition, % at 8.6 µM | 370,000 compounds, 0.7% hits | AID 686940;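 active = inhibition above a per-plate cutoff, mean inhibition of test wells between control levels plus 3 SD, cut at about 38% in these data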;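 note: cells cotransfected with COUP-TFII expression vector driving the NGFI-A reporter; 0% = median of COUP-TF2 test wells and 100% = reporter-only cells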
TLR9-MyD88 inh – TLR9-MyD88 interaction inhibition | AID 504734 | inhibition, % at 4.98 µM | CHO BLA complementation TLR9-MyD88, CCF4 FRET ratio | 340,000 compounds, 0.21% hits;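 active = inhibition above the mean over all tested compounds plus 3 SD, cut at about 21% in these data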;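 note: 0% = DMSO only wells and 100% = clavulanate BLA inhibitor control wells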
NCOA2 inhibitor – inhibits human steroid receptor coactivator 2; HEK293 GAL4-SRC2 luciferase reporter, luminescence; inhibition, % at 9 µM; 370,000 compounds, 0.17% hits; AID 651957;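 active = inhibition above the mean inhibition of all tested compounds plus 3 SD, set per campaign, cut at about 52% in these data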;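 note: 0% = DMSO treated cells and 100% = cells given Gossypol at 36 µM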
* hit, by the source's call; x = no result given.

SMILES	SRC3 inh	SRC1 inh	EBV LMP1 NFkB	TWEAK-Fn14 inh	LRH-1 inv ag	TROY NFkB inh	C8 TRAIL sens	NOD2-RIPK2 inh	COUP-TFII inh	TLR9-MyD88 inh	NCOA2 inhibitor
Cc1ccc(NS(=O)(=O)c2ccc(C(=O)NCc3ccccn3)cc2)cc1	18	-25	14	-1	10	24	-3	7	-2	0	13
CCOC(=O)C1CCN(C(=O)c2sccc2Cl)CC1	8	-11	3	-2	2	-1	10	-11	-22	-17	1
COc1ccc(C(CNC(=O)Cc2ccc3ccccc3c2)N(C)C)cc1 (stereo unspecified)	12	0	-3	-7	-3	12	3	-16	-2	0	0
Cc1cc(C(=O)NNC(=O)c2c(-c3c(Cl)cccc3Cl)noc2C)no1	-6	-4	3	-5	4	-2	-18	-7	15	-4	15
Cn1c(=O)c2c(-c3ccccc3)n(CCCN3CCOCC3)cc2n(C)c1=O	-3	0	-2	6	8	9	-7	0	-11	0	0
CCOc1ccc2[nH]c(=O)c(CN(CCCO)C(C)=O)cc2c1	13	-13	-28	11	-4	-9	-8	-18	-3	0	-18
CCCCC(=O)OCc1nc2ccccc2s1	-39	-21	-26	19	-15	-18	-6	-13	-22	-5	-1
CCCN(CCC)CCCNC(=O)c1nn(-c2cccc(OC)c2)c(=O)c2ccccc12	5	5	-2	-2	19	10	-7	-5	15	2	-22
COc1ccc(NC(=O)c2ccccc2S(=O)c2ccccc2C#N)cc1 (stereo unspecified)	-3	-4	-1	5	-4	6	1	-7	-1	-5	13
O=C(Nc1ccccc1C(=O)N/N=C/c1ccco1)c1ccc(F)cc1	-14	-47	1	-21	-1	7	18	-8	1	-14	10
COc1cc(OC)cc(C(=O)Nc2c(F)cccc2F)c1	5	2	-1	-2	1	11	21	9	13	-5	11
COc1ccc(C(=O)NC(=S)NNC(=O)c2ccncc2)cc1Br	6	-8	5	-37	9	-10	7	4	-15	3	2
CCCNC(=O)c1c(O)c2c([nH]c1=O)CCCC2	-13	-24	-4	0	-22	-21	-3	2	-15	7	-9
C/C(N)=C(/C#N)C(=O)COC(=O)c1oc2ccccc2c1COC(C)C	9	-10	6	2	-3	-2	-2	-10	11	-1	-25
CCc1ccc2c(COn3nnc4ccc(S(=O)(=O)N(C)C)cc43)cc(=O)oc2c1	-3	-31	-3	-34	-3	3	-1	3	6	9	3
N#Cc1cnn(-c2cccc(Cl)c2)c1-n1cccc1	32	-13	-9	0	14	5	-2	5	1	-1	-14
COCc1cc(=O)n2[nH]c(SC)nc2n1	-11	3	-13	-13	5	7	-20	-8	-1	-2	10
CCN(CC)S(=O)(=O)c1cccc(C(=O)Nc2ccc(C#N)cc2)c1	20	9	6	14	33	14	23	-2	55*	10	4
COCCCNC(=O)C1CCCCN1S(=O)(=O)c1ccc(F)cc1 (stereo unspecified)	-5	-27	6	-13	-4	-12	-7	-8	7	5	0
CC(OC(=O)c1oc2ccccc2c1CSC1CCCCC1)C(=O)NC(N)=O (stereo unspecified)	1	-28	2	0	7	8	-2	2	4	-1	-21
O=C(CNS(=O)(=O)Cc1ccccc1)NCc1ccccc1	-11	8	6	14	1	-5	-4	11	10	-1	10
O=[N+]([O-])c1ccc(Nc2ccccc2O)c2nonc12	0	-9	8	8	18	7	-6	0	-10	-1	-14
O=C(CCC1COc2ccccc2O1)NC1CCCCC1 (stereo unspecified)	-2	-4	-8	-17	2	-49	-11	-10	-21	0	-9
O=C(CCc1nnc(C2(c3ccc(Cl)cc3)CCC2)o1)NCCCn1cccn1	20	10	-19	-7	0	0	8	3	-9	-4	5
Cc1c(/C=N/O)c2ccccn2c1C(=O)c1ccc(F)cc1	-5	1	-4	20	6	26	-10	1	21	9	14
O=C(C1=C[C@@H](C2CC2)C[C@@H](OCCCCO)O1)N1CCOCC1	-3	2	-1	2	-1	-6	10	4	-5	-6	24
Cc1cc(Cl)ccc1NC(=O)/C=N/O	6	-15	0	8	5	-10	-2	6	-28	14	-15
COc1cc(NS(=O)(=O)c2ccc(NC(=O)/C(=C\c3ccccc3OC)NC(=O)c3ccccc3)cc2)nc(OC)n1	1	2	-5	6	-36	-3	-19	4	-4	0	10
CCOC(=O)C(NCc1ccc(OC)cc1)(NC(C)=O)C(F)(F)F (stereo unspecified)	15	5	-3	-10	6	3	-6	5	6	6	1
Nc1c(Cl)ncnc1NCCO	1	-5	2	17	-6	5	-4	-2	-8	5	10
CCOC(=O)c1ccc(NC(=O)CN(c2ccc(C)cc2)S(=O)(=O)c2c(C)nn(C)c2C)cc1	9	4	-6	20	-20	-16	-9	0	-2	-10	9
COc1ccc(-c2nc(-c3ccc(Br)cc3)no2)c(OC)c1	-96	-125	-50	5	-109	18	-9	-4	-51	-4	-37
O=C1c2ccccc2NC(c2cccc(Cl)c2)N1N=C1CCCCCC1 (stereo unspecified)	-79	-26	-23	-12	-35	-59	14	-1	-32	-7	-56
Cc1cc(C)c(C#N)c(SCc2ccc3c(c2)OCO3)n1	17	-4	3	-2	-19	-13	-3	-7	-1	2	-12
CCN1CCN(S(=O)(=O)c2ccc(Cl)c(C(=O)N(CC)Cc3ccccc3)c2)CC1	1	-8	-2	-10	10	18	-9	5	-9	3	3
COc1ccc(C2/C=C\CN(Cc3ccco3)CC(=O)N2Cc2ccc(F)cc2)cc1 (stereo unspecified)	-11	0	6	1	9	-6	1	9	2	-4	9
CN1C(=O)[C@@H]2[C@@H]3C[C@@H]([C@H]4ON=C(c5ccc(Cl)cc5Cl)[C@@H]34)[C@@H]2C1=O	15	15	-1	4	10	-4	10	-2	16	-6	-45
COc1ccc(Nc2cc(Cl)ccc2C(=O)O)cn1	-13	-24	7	15	9	7	-8	-7	18	4	-23
CN=Cc1c(NC)nc2c(C)cccn2c1=O	4	-5	-1	-16	8	-18	6	2	11	-3	17
Cc1ccc(-n2c(C)cc(C(=O)OCC(=O)N3CCOCC3)c2C)cc1	-15	0	5	-21	-12	0	3	-4	-6	-7	-1
O=C(Oc1cccc([N+](=O)[O-])c1)N1CCCCC1	-15	3	-2	-2	23	-8	-8	-2	-2	-5	6
O=C(OCC(=O)N1CCOCC1)c1ccc(N2CCOCC2)c([N+](=O)[O-])c1	13	4	5	-16	12	0	-11	-5	21	-3	-4
CCCCC(=O)N1C/C=C\[C@H](c2ccc(OC)cc2)N(Cc2ccc(F)cc2)C(=O)[C@@H]1C	2	-8	-4	-20	18	-2	-4	9	24	-9	19
NCC12CC3CC(CC(O)(C3)C1)C2	-5	-7	-16	7	21	5	5	2	5	0	-13
CCN1CCCC1CNCc1cc(OC)c(OC)c(OC)c1 (stereo unspecified)	-3	4	-5	20	11	-3	-9	-7	18	-1	0
O=C(NN=Cc1cc([N+](=O)[O-])ccc1O)c1cccc2ccccc12	18	12	4	4	-3	13	2	6	-8	-14	-12
Cc1ccc2c(c1)N(C(=O)c1ccco1)C(C)(C)c1ssc(=S)c1-2	12	-3	3	8	4	0	-37	-5	28	-12	13
O=C(COC(=O)c1ccc(O)cc1O)Nc1ccc2c(c1)OCCO2	-57	-33	-2	-21	-57	-45	-6	-7	-33	6	-28
CC(OC(=O)COc1ccc(C#N)cc1)C(=O)c1ccccc1 (stereo unspecified)	6	-9	1	2	-4	0	1	1	-19	-6	-3
COc1ccc(NC(=S)N(CCO)Cc2cc3c(C)cc(C)cc3[nH]c2=O)cc1	12	-3	-1	-10	7	9	-11	-7	17	-1	-4
S=C(Nc1ccc(Cl)cc1Cl)Nn1cnnc1	17	-12	-7	-3	19	-11	-14	0	-5	-4	-9
O=C(Nc1cccc(Cl)c1Cl)c1ccccc1OCC(=O)N1CCOCC1	-9	5	-9	-2	3	4	-3	7	11	-9	-14
Cc1cccc2sc(NC(=O)c3ccc(Cl)s3)nc12	-35	-36	-15	13	-40	-26	23	-11	-43	8	-64
COC(=O)c1cc(OC)nc2ccc(Br)cc12	24	-21	-4	2	-3	12	-12	8	-2	-9	11
COc1c(Br)cc([N+](=O)[O-])c(OC)c1C(=O)NC(=O)Nc1nc(C)cc(C)n1	20	-5	7	-5	1	2	-18	-9	20	-1	24
CC(C)(C)c1ccc(C2C(C(=O)c3ccco3)=C(O)C(=O)N2CC2CCCO2)cc1 (stereo unspecified)	17	-2	7	12	9	-19	8	-6	9	-3	-22
Cc1ccc(Cc2c(-c3ccc(C)cc3)nc3ccc(Br)cn23)cc1	-85	-68	-22	-8	-115	-56	4	5	-21	-9	-51
COc1cc(NC(=O)C(=O)Nc2ccc3nc4n(c(=O)c3c2)CCCCC4)cc(OC)c1OC	-4	6	-13	-33	-18	-15	13	-3	-12	-4	-4
CN(C)S(=O)(=O)c1ccc(C(=O)N2CCC(c3nc4ccccc4o3)CC2)cc1	7	-6	5	20	-2	-2	14	1	18	2	16
CC(=O)N/C(=C\c1ccc(Br)s1)C(=O)O	4	1	-1	2	-4	-5	1	-6	x	-10	x
Remaining list, next part:
SMILES	SRC3 inh	SRC1 inh	EBV LMP1 NFkB	TWEAK-Fn14 inh	LRH-1 inv ag	TROY NFkB inh	C8 TRAIL sens	NOD2-RIPK2 inh	COUP-TFII inh	TLR9-MyD88 inh	NCOA2 inhibitor
O=C(C1CC1)N1CCc2cc(Br)cc(S(=O)(=O)NCc3ccco3)c21	-12	0	2	11	17	4	-8	0	-6	-16	-21
COC(=O)[C@H]1[C@@H](C)N(Cc2ccccc2)C(=O)N[C@H]1c1ccccc1	14	11	-2	2	-12	2	-3	-15	-7	-9	17
CCCCN(Cc1ccccc1)C(=O)C1CCN(Cc2sccc2C)CC1	20	4	7	-3	-2	5	7	-10	-1	-8	14
CC(=O)c1ccc(OCCCC(=O)Nc2cccc(S(=O)(=O)N(C)C)c2)cc1	18	-2	-6	3	21	18	25	1	5	7	11
O=C(NCc1ccc(F)cc1)c1cc(C2CCCCN2C(=O)c2ccc3c(c2)CCO3)on1 (stereo unspecified)	-8	5	x	16	18	-4	-1	0	13	x	-3
Cc1ccc(C)c(OCC(O)CN2CCC(CN3C(=O)c4cccc5cccc(c45)C3=O)CC2)c1 (stereo unspecified)	13	-3	17	23	-1	20	27	4	35	11	7
Clc1cccc(Cl)c1COc1ccncc1	-3	4	-2	5	7	19	-1	10	12	0	-24
COc1cc(Cl)c(C)cc1NC(=O)c1ccc2c(SCC(=O)O)c3c(nc2c1)CCCC3	10	4	-6	-13	-12	-1	-2	-5	4	-11	14
Cc1cc(C)cc(NC(=S)NCCc2c[nH]c3ccccc23)c1	5	-4	-2	7	9	1	-15	5	13	-4	7

4 structures out of the list, arranged by count of non-hydrogen atoms, falling:
SMILES	SRC3 inh	SRC1 inh	EBV LMP1 NFkB	TWEAK-Fn14 inh	LRH-1 inv ag	TROY NFkB inh	C8 TRAIL sens	NOD2-RIPK2 inh	COUP-TFII inh	TLR9-MyD88 inh	NCOA2 inhibitor
Cc1ccc(C)c(OCC(O)CN2CCC(CN3C(=O)c4cccc5cccc(c45)C3=O)CC2)c1 (stereo unspecified)	13	-3	17	23	-1	20	27	4	35	11	7
CC(=O)c1ccc(OCCCC(=O)Nc2cccc(S(=O)(=O)N(C)C)c2)cc1	18	-2	-6	3	21	18	25	1	5	7	11
CCCCN(Cc1ccccc1)C(=O)C1CCN(Cc2sccc2C)CC1	20	4	7	-3	-2	5	7	-10	-1	-8	14
Cc1cc(C)cc(NC(=S)NCCc2c[nH]c3ccccc23)c1	5	-4	-2	7	9	1	-15	5	13	-4	7

These rows are one share of the data; rates above refer to the full screens.
